Bioassay records deposited in PubChem BioAssay by NCI.
rad50 = NCI yeast anticancer drug screen, S. cerevisiae rad50 strain; % growth inhibition at 50 µM; 79,000 compounds, 10% hits;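 note: 0% = growth of vehicle-only cultures of the same strain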
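A DNA repair-deficient yeast mutant serves as the test organism; compound-induced growth inhibition is calculated against vehicle-treated cells.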
yeast mlh1 rad18 = NCI yeast anticancer drug screen, S. cerevisiae mlh1 rad18 strain | % growth inhibition at 50 µM | 79,000 compounds, 11% hits;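 note: 0% = growth of vehicle-only cultures of the same strain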
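Genetically defined yeast (DNA repair-deficient) exposed to compounds; growth inhibition determined relative to vehicle.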
mec2-1 = NCI yeast anticancer drug screen, S. cerevisiae mec2-1 strain | growth inhibition, % at 50 µM | 79,000 compounds, 9% hits;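 note: 0% = growth of vehicle-only cultures of the same strain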
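Compounds were applied to mec2-1 yeast cells. Their growth was then compared with that of vehicle-treated cultures to give growth inhibition.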
yeast sgs1 mgt1 = NCI yeast anticancer drug screen, S. cerevisiae sgs1 mgt1 strain. 78,000 compounds, 10% hits. AID 161, 2004. growth inhibition, % at 50 µM;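 note: 0% = growth of vehicle-only cultures of the same strain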
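This yeast growth screen uses a strain with defined DNA-repair lesions; compound-treated growth is compared with vehicle-treated growth.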
yeast bub3 = NCI yeast anticancer drug screen, S. cerevisiae bub3 mutant strain; % growth inhibition at 50 µM; 78,000 compounds, 9.9% hits;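 note: 0% = growth of vehicle-only cultures of the same strain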
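Part of a panel of yeast mutants defective in DNA damage repair or cell cycle regulation. Each strain is grown with compound, and inhibition is calculated relative to solvent-treated cultures.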
yeast cln2 rad14 = NCI yeast anticancer drug screen, S. cerevisiae cln2 rad14 strain; % growth inhibition at 50 µM; 78,000 compounds, 8.3% hits;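 note: 0% = growth of vehicle-only cultures of the same strain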
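Relative to vehicle controls, growth inhibition of compound-treated cln2 rad14 yeast was recorded.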
* = called active by the depositor; & = joins results of further samples; ! = not active in a repeat. Cut-off read from the data, not from the text of the source: active = growth inhibition above about 70%; inactive = the rest.

SMILES	rad50	yeast mlh1 rad18	mec2-1	yeast sgs1 mgt1	yeast bub3	yeast cln2 rad14
Nc1nc(F)nc2c1ncn2C1OC(COP(=O)(O)O)C(O)C1O (stereo not drawn)	11	-26	4	-1	-30	-4
NNC(=O)CCC(=O)Nc1ccc(Cl)cc1Cl	-20	31	1	-8	5	27
CCN/C(C)=C\C(=O)OCC	-1	1	9	-1	-10	-17
COC(=O)C12OCC34C(CC5C(C)=C(O)C(=O)CC5(C)C3C(O)C1O)OC(=O)C(OC(=O)C=C(C)C)C24 (stereo not drawn)	-3	6	2	-8	-14	-17
CCOc1ccc2nc(C)cc(C)c2c1	27	39	-13	0	-17	35
CCOC(=O)c1ccc(NC(=O)CCCCl)cc1	6	-24	-14	-9	13	9
CC(C)NC(=O)OCCN=C1c2ccccc2C(Br)C(Br)c2ccccc21 (stereo not drawn)	3	9	-5	2	5	1
CCCCCCCCCCCCCCC(=O)Cl	9	9	7	6	-10	8
Cc1ccc(S(=O)(=O)OCC(F)(F)C(F)(F)C(F)(F)CO)cc1	19	-16	3	22	4	-16
Cn1cnc2c(=O)[nH]c(N)nc21	9	5	-4	2	5	9
CC(=O)OC1CCC2(C)C(=CCC3C2CCC2(C)C(C(=O)/C=C/CO)CCC32)C1 (stereo not drawn)	14	22	11	15	-3	-5
COc1ccc(CSCc2c(CSCc3ccc(OC)c(OC)c3)c(CSCc3ccc(OC)c(OC)c3)c(CSCc3ccc(OC)c(OC)c3)c(CSCc3ccc(OC)c(OC)c3)c2CSCc2ccc(OC)c(OC)c2)cc1OC	-16	-13	-23	-16	-20	-3
OC(CCl)(c1ccccc1)c1ccccc1	7	-1	15	-6	2	-2
C/C(=N\NC(N)=O)c1cccc(/C(C)=N/NC(N)=O)n1	-11	-29	22	6	-15	-9
COc1ccc2c(Cc3cccc([N+](=O)[O-])c3)cncc2c1O	30	59	35	24	85*	37
CCCCc1ccc(NC(=O)c2cccnc2)cc1	3	28	14	37	-3	15
CN(C)c1ccc(/C=C(\C#N)c2ccccc2)cc1	8&15	14&27	2&20	17&53	55&60	-6&32
N=C(N)Sc1cc(O)c2ccccc2c1O	-33	-2	-6	-28	4	-46
CCC(C(=O)c1ccccc1)c1cccc2c1N(C(C)=O)CC2 (stereo not drawn)	0	20	7	-8	11	-6
Nc1nc(-c2ccccc2)nc(N)c1N=O	87*	88*	89*	91*	89*	77*
CCN(CC)CCNc1nc(N)c(C#N)c(C#N)c1C#N	6	1	-14	-5	-8	9
CN(C)c1nc(NNS(=O)(=O)c2ccccc2)nc(N(C)C)n1	4	-13	-6	7	6	7
CN(C)CCNc1ccc(CO)c2sc3ccc(O)cc3c(=O)c12	11	-9	-4	12	12	-32
CCOC(=O)C(C)(C(=O)OCC)n1cnc2c1c(=O)n(C)c(=O)n2C	8	5	-8	-13	11	10
Cc1c(Cl)ccc2c(C(=O)CN)cc(Oc3ccc(Cl)cc3)nc12	4	-3	-21	-14	17	7
Cn1cc(NC(=O)c2cc(NC(=O)c3cc(NC=O)cn3C)cn2C)cc1C(=O)NCCC(=N)N	90*!	90*!	92*!	92*!	91*!	88*!
NCC(O)CSc1ccccc1 (stereo not drawn)	-11	-7	4	-7	-1	-17
COc1cc(C2c3cc4c(cc3OC(N3CCNCC3)C2C)OCO4)cc(OC)c1OC (stereo not drawn)	-18	-28	-43	-28	-4	-23
CC12CC3(C)CC(C(Cl)C(=O)O)(C1)CC(C(Cl)C(=O)O)(C2)C3 (stereo not drawn)	-12	-26	-26	5	-25	-4
CC(=O)n1ccc(=O)[nH]c1=O	9	16	0	0	-12	-39
C/C1=C/C2=CC(C)C[C@@H]2C(=O)[C@]2(C)C(=O)CC(C)(C)[C@H]2CC1=O (stereo partly drawn)	6	-87	-9	22	-14	5
C/C(=N/NC(N)=S)C(C)C	14	5	-10	-11	17	38
O=c1[nH]c(NCc2ccncc2)nc2nc[nH]c12	10	-52	-4	-15	-21	3
OC(CCN1CCOCC1)(c1cccc(Cl)c1)C1CCCCC1 (stereo not drawn)	72*	41	-1	46	75*	-27
Cn1c(=O)oc2cc(C(=O)CSC(=S)N3CCCCCC3)ccc21	-18	-8	-33	-18	-5	-15
CN(C)c1ccc(/C=C/C(=O)O)cc1	49&-6&-2	7&-3&-35	-28&-26&-9	15&-2&-22	5&-32&-20	-3&1&-4
CCOC(=O)C(C(=O)OCC)C(=O)c1cc(OC)c(OC)c(OC)c1	5	6	11	-1	3	7
CN1N=C2c3ccccc3CC[C@H]2C1c1ccccc1 (stereo partly drawn)	-12	4	-31	-15	-21	17
O=C(CSc1nnc(Cc2ccccc2)o1)Nc1ccc(Cl)cc1Cl	-19	-14	-41	-41	-10	-11
O=[N+]([O-])c1cc[n+]([O-])c(Cl)c1	100*	100*	100*	100*	100*	99*
CCC1(C)CC(C)(C)c2cc(C(C)=O)c(C)cc21 (stereo not drawn)	8	4	-1	-5	11	-30
CCCC(OC(C)=O)c1ccc2c(c1)OCO2 (stereo not drawn)	26	29	28	17	21	-12
c1ccc(-c2ccc(-c3ncc(-c4ccccc4)o3)cc2)cc1	4	5	-35	-12	4	14
CCCCCN(C(=O)CCC)c1ccccc1	46	42	8	24	3	18
CCOC(=O)C(c1ccccc1)C(C)c1ccccc1 (stereo not drawn)	-8	-12	0	2	-11	2

For reference, part of the list above.
SMILES	rad50	yeast mlh1 rad18	mec2-1	yeast sgs1 mgt1	yeast bub3	yeast cln2 rad14
CN1N=C2c3ccccc3CC[C@H]2C1c1ccccc1 (stereo partly drawn)	-12	4	-31	-15	-21	17
O=C(CSc1nnc(Cc2ccccc2)o1)Nc1ccc(Cl)cc1Cl	-19	-14	-41	-41	-10	-11
O=[N+]([O-])c1cc[n+]([O-])c(Cl)c1	100*	100*	100*	100*	100*	99*

Following part:
SMILES	rad50	yeast mlh1 rad18	mec2-1	yeast sgs1 mgt1	yeast bub3	yeast cln2 rad14
CCNCC(OC)C(COC)OC(=O)c1ccc([N+](=O)[O-])cc1 (stereo not drawn)	15	7	-12	-8	20	-33
Nc1nc2sc3ccccc3c(=O)n2n1	-11	-10	-32	12	-3	19
COc1cnc(SC)[nH]c1=O	6	-8	5	-8	11	-2
NC(=S)NNc1c([N+](=O)[O-])cnn(-c2ccccc2)c1=O	4	71*	3	10	-5	20
CCOC(=O)C1(C)CCCc2sc(N)c(C#N)c21 (stereo not drawn)	-42	5	-8	-11	-14	-6
C[n+]1cccc(O)c1	-28&-18	-23&-7	-16&-42	-25&-21	-5&-12	-34&15
O=S(=O)(Oc1ccccc1)c1ccc(Cl)c(Cl)c1	8	18	8	18	10	27
N#CCc1ccccc1C(c1ccccc1)c1ccccc1	50	60	28	61	62	28
CCN(CC)CCN1Cc2ccccc2C1	-5	2	4	-2	7	-14
O=c1c(-c2ccccc2)c1-c1ccccc1	99*	99*	99*	99*	99*	98*
Clc1ccc(C(=Nc2ccccc2)C(Nc2ccccc2)c2ccc(Cl)cc2)cc1 (stereo not drawn)	5	19	-5	18	4	9
CC(=O)c1ccc2cc(Cl)ccc2c1	30	4	3	4	0	-30
CC(C)(C)CCC(Br)CBr (stereo not drawn)	-38	-20	-60	-36	-41	-155
COC1=C(N)C(=O)c2nc(-c3nc(C(=O)O)c(C)c(Br)c3N)ccc2C1=O	89*	93*	92*	85*	80*	89*
Cc1cc2c(C(C)C)c(O)c(O)c(C=Nc3ccccc3S)c2c(O)c1-c1c(C)cc2c(C(C)C)c(O)c(O)c(C=Nc3ccccc3S)c2c1O	36	54	55	57	39	45

Part of the list above, with values under each structure:
Under each structure – rad50, yeast mlh1 rad18, mec2-1, yeast sgs1 mgt1, yeast bub3, yeast cln2 rad14
COc1cnc(SC)[nH]c1=O
→ 6, -8, 5, -8, 11, -2
NC(=S)NNc1c([N+](=O)[O-])cnn(-c2ccccc2)c1=O
→ 4, 71*, 3, 10, -5, 20
CCOC(=O)C1(C)CCCc2sc(N)c(C#N)c21 (stereo not drawn)
→ -42, 5, -8, -11, -14, -6
C[n+]1cccc(O)c1
→ -28&-18, -23&-7, -16&-42, -25&-21, -5&-12, -34&15
O=S(=O)(Oc1ccccc1)c1ccc(Cl)c(Cl)c1
→ 8, 18, 8, 18, 10, 27

(more compounds)
SMILES	rad50	yeast mlh1 rad18	mec2-1	yeast sgs1 mgt1	yeast bub3	yeast cln2 rad14
CCC(C)NC(=O)c1ccccc1 (stereo not drawn)	17	15	18	8	2	-34
CC(CCC#CC(=O)O)OC1CCCCO1 (stereo not drawn)	-15	-14	-33	-2	-15	3
Cc1nc(NC(C)(CO)CO)nc(N/N=C/c2ccc(Cl)cc2)c1C(=O)Nc1ccc(Cl)cc1	13	-31	20	36	34	32
c1ccc2c3c(ccc2c1)OCCOCCOc1ccc2ccccc2c1-3	77*	86*	85*	76*	92*	8
C[N+](C)(Cc1ccccc1)c1ccccc1	-4	-11	-6	0	4	-35
COc1ccc(N=Nc2c(-c3ccccc3)nn(C(=O)CC(=O)Nc3ccc(OC)cc3)c2-c2ccccc2)cc1	-17	-3	-2	-1	12	-25
COc1cc(/C=C/c2ccncc2)ccc1OC(C)=O	-1	0	-9	-1	10	-12
CC1COC(C)(C2CC2)O1 (stereo not drawn)	7	6	10	-24	7	-14
O=Nc1c(O)ccc2ccccc12.[Fe].[Na+]	97*	96*	98*	98*	98*	97*
Cc1nnc2n1N=C(c1ccc(-c3ccc([N+](=O)[O-])cc3)o1)CS2	11	11	3	-2	-26	12
O=C(CCc1ccccc1)c1cc(C(=O)CCc2ccccc2)cc(C(=O)CCc2ccccc2)c1	9	17	16	22	-7	9
CC(=O)NC(N)=O	4	2	2	28	-2	-31
Clc1ccc(Nc2nc3ccccc3nc2-c2cccs2)cc1Cl	-13	-2	5	1	-3	-8
COc1ccc2nc3cc([N+](=O)[O-])ccc3c(NCCCN(C)C)c2c1	7	5	-2	45	8	21
CCOC(=O)NC(=O)c1cn(CCN(CCO)C(=O)NCCCCCCNC(=O)N(CCO)CCn2cc(C(=O)NC(=O)OCC)c(=O)[nH]c2=O)c(=O)[nH]c1=O	-28	-49	18	-18	0	-38
O=C(c1ccccc1)N1c2ccc([N+](=O)[O-])cc2Sc2cc([N+](=O)[O-])ccc21	17	13	-3	34	-11	8
COc1nc(C)cc(C(=O)O)c1C#N	0	-6	22	-2	-15	2
COc1ccc(N2C(Cl)C(=O)C2c2c[nH]c3ccccc23)cc1 (stereo not drawn)	-19	-33	-32	-28	-14	2
Cc1cc(Cl)ccc1NC(=O)C(=O)Cc1nc2ccc(C(=O)c3ccccc3)cc2[nH]c1=O	5	7	-5	-5	26	23
NC(N)=N/N=C/c1c(-c2ccc(Cl)cc2)nc2sccn12	19	-5	-12	24	20	12
C=CCCC1CN2CCc3cc(OC)c(OC)cc3C2CC1=O (stereo not drawn)	15	20	16	11	28	-42
CC(O)(c1ccc(OCCC[N+](C)(C)C)cc1)C(C)(O)c1ccc(OCCC[N+](C)(C)C)cc1 (stereo not drawn)	-26	-28	-17	-39	-17	13
OCC(CO)(CO)CO	19	-5	-1	-7	29	-16
Brc1ccc(Br)c2nc(/C=C/c3ccccc3)ccc12	12	8	2	-7	2	-23
O=C1CN(CCN2CCCCC2)CC(=O)N2Cc3ccccc3CN12	-10	14	3	12	8	-2
Cc1ccnc(NC(=O)Nc2ccccc2Cl)c1	10	12	8	1	21	3
CCC(=O)OCCN(C)C	-28	-8	-50	1	-19	11
CC(=O)OC1CCC2(C)C3CCC4(C)C(CCC4(Br)C(=O)CBr)C3CC(Br)C2(Br)C1 (stereo not drawn)	69	76*	52	53	50	27
CC(C)(C)c1cc(-n2nc3ccccc3[n+]2[O-])c(O)c(C(C)(C)C)c1	4	34	13	20	-1	19
CN(C)c1nc2oc(-c3ccccc3)c(-c3ccccc3)c2c2nnnn12	12	-12	8	3	2	16
O=S(=O)(O)Cc1ccc(CS(=O)(=O)O)cc1	15	-17	-2	-1	-4	-56
C=C(C)C(=O)OC1CC2(C)OC2CC(OC(C)=O)/C(C)=C/C2OC(=O)C(=C)C21 (stereo not drawn)	21	-8	50	32	47	40
COC(=O)CCc1cc(=O)oc2ccc3cc(CC(=O)OC)oc3c12	6	2	-8	5	-7	-6
CC1(C)CCC(C2=CC(=O)c3c(O)ccc(O)c3C2=O)O1 (stereo not drawn)	-8	-3	-17	10	-13	18
Cc1ccccc1N=NN(C)C	24	17	2	0	3	14
CCOc1ccc(NC(=O)Nc2cccc(Cl)c2C)cc1	0	-21	9	11	10	-14
